Source: PubChem BioAssay
BL2 CD40 inh: CD40 pathway inhibition in BL2 cells; BL2 NF-kB luciferase reporter, CD40L-induced, 4 h; inhibition, % at 10 µM; 83,000 compounds, 0.94% hits; AID 1053188;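 active means mean inhibition of at least 50% with a set share of replicates also reaching that level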;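 further: 0% = neutral control wells and 100% = IKK inhibitor VII at 50 µM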
* = called active by the depositor; [ ] = another dose, or the depositor's remark. Only part of the results is shown, so the mix of outcomes need not match the whole.

SMILES | BL2 CD40 inh
O=C(NC(c1ccccc1)c1ccccc1)C1(c2cccs2)CCOCC1 | 9
CC(C)C(NS(=O)(=O)c1cccc2nsnc12)C(=O)NCc1ccc2c(c1)OCO2 (configuration not stated) | -1
COc1ccccc1NC(=O)C(=O)Nc1ccc2c(c1)N(C(=O)C1CC1)CCC2 | -3
CC(C)C#Cc1ccc([C@H]2[C@@H](C#N)N(C(=O)C3CCC3)[C@@H]2CO)cc1 | 2
O=C(Cn1cnc([N+](=O)[O-])n1)N/N=C/c1cccc2ccccc12 | 2
COc1ccc(-c2cccc(NS(=O)(=O)c3cc([N+](=O)[O-])ccc3C)c2)nn1 | -5
COc1ccc(-c2noc(COc3ccc4ccccc4c3Br)n2)cc1OC | -2
C[C@H](CO)N1C[C@H](C)[C@@H](CN(C)C(=O)Nc2ccc(F)cc2)OCc2ccccc2-c2c(n(C)c3ccccc23)C1=O | 31[25 µM]
C/C=C/c1ccc(C2[C@H]3CNC[C@@H]2N3CC2CCOCC2)cc1 (some centres not stated) | 9
CCN1CCCC1CNC(=O)c1cc(S(=O)(=O)CC)c(N)cc1OC (configuration not stated) | 4[25 µM]
Cc1ccc(-c2sc(-c3cccnc3)nc2CC(=O)O)cc1 | 8
CC(C)CNC(=O)Nc1ccc(F)c(Cl)c1 | -29
COc1ccc(-c2csc3ncnc(N4CCN(S(=O)(=O)c5ccc(Cl)s5)CC4)c23)cc1 | 1
O=C(NCC(c1cccnc1)N1CCOCC1)c1cccs1 (configuration not stated) | 4
COc1cc(C(F)(F)F)nc2c(Br)c(C(C)(C)C)nn12 | 1
CC(NC(=O)NC12CC3CC(CC(C3)C1)C2)c1ccc2c(c1)OCO2 (configuration not stated) | 5
Cc1ccc(S(=O)(=O)NC(=O)N2CCCN(Cc3ccc(F)cc3)CC2)cc1 | -1
CCCNC(=O)N(C)C[C@H]1Oc2cc(-c3ccccc3)ccc2S(=O)(=O)N([C@@H](C)CO)C[C@@H]1C | 17[25 µM]
COc1ccc2c3c([nH]c2c1)[C@@H](CO)N(C(=O)Nc1ccc(F)cc1)CC31CN(Cc2cc(F)ccc2F)C1 | 40[25 µM]
CCOc1ccc(NC(=O)CN(C)C(=O)CCNC(=O)c2ccccc2Cl)cc1OCC | 5
C[N+](C)(C)CCCC(=O)c1ccc2c(c1)OCO2 | 3
CSc1nc(C)c(Cl)c(C)c1C#N | 1
CC(=O)N(C)C[C@H]1Oc2ccc(N)cc2CC(=O)N(C)C[C@H]1C | 5
COC(=O)[C@H](C)NC(=O)NCCC1=CCCCC1 | 1
COc1ccc(-c2ccc3n(c2=O)C[C@@H]2[C@@H](CO)[C@H](C(=O)N4CCCCC4)[C@H]3N2C)cc1 | 8[25 µM]
Later entries:
SMILES | BL2 CD40 inh
O=C(C[C@@H]1CC[C@H]2[C@@H](COC[C@H](O)CN2C(=O)c2ccc(F)cc2)O1)N1CCCCC1 | -9[25 µM]
Cc1sc2nc(C(C)(C)C)oc(=O)c2c1C | 8
Nn1c(SCC(=O)N2CCCCCC2)nnc1-c1ccco1 | 5
O=C(Nc1ccc(CSc2ccccc2)cc1)c1ccccc1 | 0
Clc1ccc(CSc2nnc(-c3ccncc3)s2)cc1 | -5
O=C(c1cnn2ccccc12)N(Cc1ccco1)C1CCCC1 | 4
CC(=O)N1CCN(C(=O)c2ccc(Cl)c(NC(=O)c3cccs3)c2)CC1 | -1
CC(C)(C)NC(=O)c1ccnc(C(C)(C)C)c1 | 6
Nc1cc(SCc2ccc(Cl)cc2Cl)ncn1 | -13
c1ccc(CN2CCC(N=C3NN=C(c4ccc5c(c4)OCCO5)CS3)CC2)cc1 | -21
O=C(Nc1ccccc1F)N1C[C@@H]2[C@H](c3ccccc31)[C@@H](CO)N2C(=O)C1CCCC1 | -23
O=C(NC1CC1)c1ccc(-n2cccc2)cc1 | -60
C[C@@H]1CN([C@H](C)CO)C(=O)CCCn2cc(nn2)CO[C@@H]1CN(C)C(=O)c1ccc(N2CCN(C)CC2)cc1 | -4[25 µM]
N#C[C@@H]1[C@@H](c2ccccc2C2=CCCCC2)[C@@H](CO)N1C(=O)CN1CCOCC1 | 13[25 µM]
COc1ccc(-c2cc(C(=O)NCCCN3CCOCC3)no2)cc1 | -3
O=C(O)C1C2C=CC(C2)C1C(=O)NCCCN1CCCC1=O (configuration not stated) | 12
CC(C)C#Cc1ccc([C@@H]2[C@@H](C#N)N(C(=O)C3CC3)[C@H]2CO)cc1 | -14[25 µM]
CCCS(=O)(=O)N1CCC(C(=O)NCCCOC(C)C)CC1 | 8
CCSc1ccccc1C(=O)NCCc1ccccc1 | -3
COc1cccc(-c2nnc(NC(=O)CCS(=O)(=O)c3ccc(C)cc3)o2)c1 | 8
COC(=O)c1nc(Cl)c(Cl)c(N)c1Cl | -4
CC(NC(=O)c1ccc(S(=O)(=O)NCc2ccco2)cc1)c1ccc(F)cc1 (configuration not stated) | -7
CCOc1ccc(N2C(=O)CC(NCCNc3ccc([N+](=O)[O-])cn3)C2=O)cc1 (configuration not stated) | -17
CC(C)Sc1nc2ccccc2n1CC(=O)O | 11
C[C@@H]1CN([C@H](C)CO)C(=O)CCCn2nncc2CO[C@H]1CN(C)Cc1ccc(Cl)c(Cl)c1 | 6[25 µM]
Next part:
SMILES | BL2 CD40 inh
N#C[C@H]1N[C@@H](CO)[C@@H]1c1ccc(-c2cccc(F)c2)cc1 | -35[25 µM]
Cc1ccc(OC(=O)N(C)C[C@H]2OCc3cn(nn3)CCCC(=O)N([C@@H](C)CO)C[C@H]2C)cc1 | -3
O=C(NC1c2ccccc2-c2ccccc21)N1CCCCC1 | -3
COc1cccc(NC(=O)N[C@@H]2C=C[C@@H](CC(=O)NCc3ccncn3)O[C@H]2CO)c1 | 2[25 µM]
COc1ccccc1NC(=O)COc1ccc(/C=N/NC(=O)c2cccnc2)cc1 | -20
CC(C)c1ccc2c(c1)C(=O)NC(C)(C)C2 | -18
Cc1cc(C)n2nc(S(=O)(=O)NC(C)(C)C)nc2n1 | -4
CC1(C)C2(C#N)C(=O)NC(=O)C12C#N (configuration not stated) | 10
CO[C@H]1CN(C)C(=O)c2ccc(NC(=O)Nc3cc(F)ccc3F)cc2OC[C@@H](C)N(C(=O)c2ccccn2)C[C@H]1C | 5[25 µM]
Cc1ccc(OCC(=O)OCC(=O)NC2CCCCCC2)cc1C | 0
Cc1ccn(C(CC(=O)c2ccc(Br)cc2)C(=O)O)n1 (configuration not stated) | 8
C/C=C/c1ccc([C@@H]2[C@@H](CO)N3CCCCN(S(=O)(=O)c4ccc(OC)cc4)C[C@@H]23)cc1 | 25[25 µM]
COc1ccccc1N1C(N)=NC(N)=NC12CCCCC2 | -3
O=C(OCc1cccc(Cl)c1)c1cc([N+](=O)[O-])ccc1N1CCOCC1 | -16
Cc1ccc(-c2nc(CN3CCN(C(=O)C4CCCO4)CC3)cs2)cc1 (configuration not stated) | -2
CCNC(=O)C(=O)N1CCC2(CC1)OCCN2S(=O)(=O)c1ccc(C)cc1 | -3
CCCN1[C@H](C(=O)N(C)C)[C@@H](CO)[C@@H]2Cn3c(ccc(-c4ccccc4)c3=O)[C@@H]21 | 12[25 µM]
c1ccc(-c2n[nH]c(-c3ccccn3)n2)cc1 | -83
O=S(=O)(c1ccc(F)c(F)c1F)N1CCN(c2ncnc3sccc23)CC1 | 10
Cc1nc(C)c(C(=O)NNS(=O)(=O)c2ccc([N+](=O)[O-])cc2)s1 | 6
Cc1cc(C)c(NC(=O)CN2C(=O)NC(CCc3ccccc3)C2=O)c(C)c1 (configuration not stated) | 2
Cc1ccc(S(=O)(=O)N(C)C)cc1NC(=O)COC(=O)CCC1CCCCC1 | -9
Cc1ccc(-c2nnn(CC(=O)N(CCO)C(C(=O)NC(C)(C)C)c3ccncc3)n2)cc1 (configuration not stated) | -2
N#CCSc1nnc2ccc3ccccc3n12 | -5
CCNc1nc(NCC)n2c(SCC(=O)Nc3ccc(Br)cc3F)nnc2n1 | -3
Other results follow.
SMILES | BL2 CD40 inh
O=S(=O)(NCCN1CCOCC1)c1ccc(Cl)s1 | 7
O=C(Cn1cccn1)N1CCCC(N2CCN(c3ccccc3F)CC2)C1 (configuration not stated) | 5
O=C(Nc1ccc(S(=O)(=O)Nc2cnc3ccccc3n2)cc1)c1ccc(F)cc1 | 13
COc1ccc(CNC(=O)CCC(=O)N2CCN(S(=O)(=O)c3cc([N+](=O)[O-])ccc3C)CC2)cc1 | -12
CN1CCN(c2ccc(S(=O)(=O)N3CCCCC3)cc2NC(=O)/C=C/c2ccc(OC(F)F)cc2)CC1 | 12
CCCOc1ccc(-c2cc(C(=O)NCC3CCCO3)c3ccccc3n2)cc1 (configuration not stated) | -58
O=C(COC(=O)c1ccc(N2CCCC2=O)cc1)Nc1ccccc1 | 15
C[C@@H]1CN([C@H](C)CO)C(=O)CCCn2nncc2CO[C@@H]1CN(C)C(=O)c1ccccc1 | -5
CCCC(=O)Nc1cccc(NC(=O)c2ccc(C)c([N+](=O)[O-])c2)c1 | -12
Cc1ccc(C(=O)OC2CCN(c3ccc([N+](=O)[O-])cc3)CC2)cc1 | 10
O=C(Nc1ccc(N2CCOCC2)cc1)c1cccc(S(=O)(=O)N2CCCCC2)c1 | 5
c1ccc(-c2ncc(CN3CCN(c4ccccn4)CC3)[nH]2)cc1 | -5
CCCCN(C(=O)c1ccc2c(c1)OCO2)C1CCS(=O)(=O)C1 (configuration not stated) | 0
N#C[C@H]1N[C@H](CO)[C@H]1c1ccc(C2=CCCC2)cc1 | -32[25 µM]
O=C(C[C@@H]1CC[C@H]2[C@@H](COC[C@@H](O)CN2Cc2ccc(F)cc2)O1)NCCc1ccccc1 | -2[25 µM]
CN(C)C(=O)N1CCN(C(=O)c2ccccc2Sc2ccccc2C#N)CC1 | 0
CO[C@H]1CN(C)C(=O)c2cc(NC(C)=O)ccc2OC[C@@H](C)N(Cc2ccncc2)C[C@H]1C | 7[25 µM]
COc1cc(OC)nc(Nc2nc(C(N)c3ccccc3)cs2)n1 (configuration not stated) | 6
COc1cccc(OC)c1C(=O)OCC(=O)N1CC(C)CC(C)C1 (configuration not stated) | 8
COCCSc1ccccc1C(=O)Nc1ccc([N+](=O)[O-])cc1OC | 4
COc1cccc(CC(=O)OCC(=O)Nc2c(C)nn(-c3ccccc3)c2C)c1 | 1
O=C(Cc1ccc(Cl)cc1)Nc1ccccc1N1CCN(C(=O)c2ccccc2)CC1 | 26
Cc1cc(C)n2nc(SC(C)C(=O)N3CC(C)OC(C)C3)nc2n1 (configuration not stated) | 24
CCCn1c(SCC(=O)N2CCCC2=O)nc2ccccc2c1=O | 5
Cc1ccc(C(CNS(=O)(=O)c2ccccc2)N2CCN(C)CC2)cc1 (configuration not stated) | -7

An excerpt of these results, in CSV form:
mol,BL2 CD40 inh
CCCC(=O)Nc1cccc(NC(=O)c2ccc(C)c([N+](=O)[O-])c2)c1,-12
Cc1ccc(C(=O)OC2CCN(c3ccc([N+](=O)[O-])cc3)CC2)cc1,10
O=C(Nc1ccc(N2CCOCC2)cc1)c1cccc(S(=O)(=O)N2CCCCC2)c1,5
c1ccc(-c2ncc(CN3CCN(c4ccccn4)CC3)[nH]2)cc1,-5
CCCCN(C(=O)c1ccc2c(c1)OCO2)C1CCS(=O)(=O)C1 (configuration not stated),0
N#C[C@H]1N[C@H](CO)[C@H]1c1ccc(C2=CCCC2)cc1,-32[25 µM]
O=C(C[C@@H]1CC[C@H]2[C@@H](COC[C@@H](O)CN2Cc2ccc(F)cc2)O1)NCCc1ccccc1,-2[25 µM]
CN(C)C(=O)N1CCN(C(=O)c2ccccc2Sc2ccccc2C#N)CC1,0
CO[C@H]1CN(C)C(=O)c2cc(NC(C)=O)ccc2OC[C@@H](C)N(Cc2ccncc2)C[C@H]1C,7[25 µM]
COc1cc(OC)nc(Nc2nc(C(N)c3ccccc3)cs2)n1 (configuration not stated),6
COc1cccc(OC)c1C(=O)OCC(=O)N1CC(C)CC(C)C1 (configuration not stated),8
COCCSc1ccccc1C(=O)Nc1ccc([N+](=O)[O-])cc1OC,4
COc1cccc(CC(=O)OCC(=O)Nc2c(C)nn(-c3ccccc3)c2C)c1,1
O=C(Cc1ccc(Cl)cc1)Nc1ccccc1N1CCN(C(=O)c2ccccc2)CC1,26
Cc1cc(C)n2nc(SC(C)C(=O)N3CC(C)OC(C)C3)nc2n1 (configuration not stated),24

(continued)
SMILES | BL2 CD40 inh
Cc1ccc(NC(=O)CN2CC(C)SC2=NC2CCCCC2)cc1 (configuration not stated) | 2
CC1NC(=O)NC1CCCCCC(=O)Nc1ccc(F)cc1 (configuration not stated) | -5
COc1ccc2c(c1)CCC(C)N2S(=O)(=O)c1ccc(C2CNC(=O)C2)cc1 (configuration not stated) | -4
COc1cccc(CNC(=O)COC(=O)CNC(=O)c2ccc(-c3ccccc3)cc2)c1 | -4
COCCNC(=O)C[C@@H]1CC[C@H]2[C@@H](COC[C@H](O)CN2C(=O)c2cc(Cl)cc(Cl)c2)O1 | -18[25 µM]
CC1CCCCN1C(=O)COC(=O)c1ccc2c(c1)C(=O)N(Cc1ccco1)C2=O (configuration not stated) | 10
CN(C)C(=O)c1cccc(-c2ccc3n(c2=O)C[C@@H]2[C@@H](CO)[C@H](C(=O)NCC(F)(F)F)[C@H]3N2C)c1 | -2[25 µM]
Cc1cccc(-n2ncc3c2CCCC3NC(=O)C2(C(N)=O)CC2)c1C (configuration not stated) | 30
C[C@@H]1CN([C@H](C)CO)C(=O)c2cc(NS(=O)(=O)c3cccs3)ccc2O[C@@H]1CN(C)Cc1ccc(C(=O)O)cc1 | 4[25 µM]
CCc1n(CC(O)COC2CCCCC2)c2ccccc2[n+]1C (configuration not stated) | 4
CCN(c1ccccc1)S(=O)(=O)c1cccc(C(=O)N(C)CCOc2ccccc2)c1 | -13
Cc1nn(C)c(Oc2ccccc2)c1CCNC(=O)CCl | 12
Cc1cccc(NC(=O)c2cccc(S(=O)(=O)N3CCCC3)c2)n1 | 0
CCc1ccc(C(=O)O)cc1 | 1
Cc1cc2c(cc(C(=O)OC(C)C(=O)NCc3ccccc3)n2C)o1 (configuration not stated) | 3
